DT40 TDP1 CPT – qHTS for Inhibitors of human tyrosyl-DNA phosphodiesterase 1 (TDP1): qHTS in cells in presence of CPT | AID 686979, 2013 | Potency, µM (series often up to 46.2 µM), inactives show at the highest dose activity change, negative = growth inhibition, actives largely listed as inhibitors | chicken DT40 Tdp1-/-;hTDP1 cells + 20 nM CPT, ATP luminescence, 48 h | actives 12% (n = 420,000); also: nearly all actives have a fitted effect of over 55% in size
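Chicken DT40 Tdp1-/- cells stably complemented with human TDP1 were seeded at 400 cells/well in medium containing 20 nM camptothecin, exposed to pin-transferred compounds, and grown at 37 °C for at least 48 hr. Viability was read as ATP luminescence.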
GCN5L2 inh – qHTS Assay for Inhibitors of GCN5L2; Histone acetyltransferase KAT2A (Homo sapiens), Q92830; GCN5L2 HAT assay, ThioGlo1 CoA-SH fluorescence; Potency, µM (series often up to 58.9 µM), inactives show at the top dose activity change, negative = inhibition, most hits filed as inhibitors; actives 0.21% (n = 390,000)
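Compounds, pin-transferred from DMSO stocks, meet 20nM GCN5L2 for 15 min before the reaction begins with H3(1-25) peptide (75uM) and acetyl-CoA (70uM). Thiol-reactive ThioGlo1 reports CoA release over 20 min at room temperature.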
FEN1 inh – qHTS Assay for the Inhibitors of Human Flap endonuclease 1 (FEN1); actives 0.35% (n = 390,000); Potency, µM (highest dose often 114 µM), for inactives: top-dose activity change, negative = inhibition, most hits filed as inhibitors; AID 588795, 2011; Recombinant FEN1 flap cleavage, fluorescence, 15 min; also: nearly all actives have a fitted effect of over 65% in size
Target sequence (P39748 whole entry, looked up): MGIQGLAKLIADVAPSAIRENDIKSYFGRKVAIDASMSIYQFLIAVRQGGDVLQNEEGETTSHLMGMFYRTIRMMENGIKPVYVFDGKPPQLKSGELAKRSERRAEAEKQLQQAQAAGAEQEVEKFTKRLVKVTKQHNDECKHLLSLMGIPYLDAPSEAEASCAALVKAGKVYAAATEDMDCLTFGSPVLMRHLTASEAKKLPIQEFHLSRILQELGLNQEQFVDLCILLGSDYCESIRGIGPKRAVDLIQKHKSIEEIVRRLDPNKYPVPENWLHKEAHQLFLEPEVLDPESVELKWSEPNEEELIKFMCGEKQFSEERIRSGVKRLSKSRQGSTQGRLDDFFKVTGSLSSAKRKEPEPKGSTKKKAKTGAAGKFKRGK
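Read-out was taken twice, immediately and after 15 min, following addition of 50 nM substrate to 10 nM FEN1 that had sat with test compound for 15 min at room temperature. Curves came from a four-parameter Hill model.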
* marks the source's active call; other numbers are inactive results; ? = inconclusive; nt = not tested or not shown; & = joins results of further samples; [ ] = remark or other dose. Calls follow the shape of the dose curve; as a rule, active = well fitted curve in the direction sought with a large enough effect; inconclusive = small, poorly fitted or top-dose-only effect, or another doubt; inactive = no such curve, though single readings can be large; an effect the other way counts as inactive or inconclusive. % is scaled to controls: 0 for no effect and ±100 for the full control effect; potency is read from the fitted curve at half-maximal effect.

smiles	DT40 TDP1 CPT	GCN5L2 inh	FEN1 inh
C=CCn1c(SCC(=O)N2CCOCC2)nc2sc(CC)cc2c1=O	?	1%	-2%
COc1ccc(N2C(=O)CC(Nc3ccc(F)cc3)C2=O)c([N+](=O)[O-])c1 (stereo not given)	-3%	-7%	-1%
O=C(NCc1cccnc1)c1ccc(COc2ccccc2Br)cc1	7%	-6%	1%
COc1cccc(/C=C2\SC(=O)N(CC(=O)NC3CCS(=O)(=O)C3)C2=O)c1 (stereo not given)	-8%	-5%	9%
CCC(Cc1ccccc1)NS(=O)(=O)c1c(C)nc2sccn2c1=O (stereo not given)	-9%	-1%	3%
COc1ccccc1NC(=O)CSc1nc2ccccc2cc1Cc1ccccc1	?	-7%	-19%
Cc1ccc(NC(=O)NC(=O)CN2CCCC2c2ccc3c(c2)OCCO3)cc1C (stereo not given)	29µM*	-11%	2%
Cc1cccc(CSc2nnc([C@@H]3CCCN3C(=O)OC(C)(C)C)o2)c1	?	0%	11%
COc1ccc(Cn2nnnc2C(c2cc3cc(C)ccc3[nH]c2=O)N2CCOCC2)cc1 (stereo not given)	-12%	-1%	8%
N#Cc1c(-c2ccccc2)cc(C2CC2)nc1N	-17%	-11%	-3%
O=C(NCc1ccccc1F)C1CCCN1C(=O)Nc1ccc(F)cc1 (stereo not given)	-3%	1%	-14%
CCOC(=O)c1ccc(NC(=O)COc2ccc(S(=O)(=O)NC(C)C)cc2)cc1	-8%	-1%	-15%
COc1ccc2cc(C(=O)NCc3ccccc3)c(=Nc3ccc(C(=O)O)cc3)oc2c1	?	-8%	11%
CCOc1cc(C(=O)OCC(=O)Nc2ccc(SC(F)F)cc2)cc(OCC)c1OCC	?	3%	-21%
O=C(C[C@@H]1C/C=C\C[C@@H](Cc2ccc(F)cc2)C(=O)OCCNC1=O)NCCO	7%	0%	-15%
Cc1cc(C)n(-c2cc(N3CCOCC3)ncn2)n1	-12%	-1%	-2%
CCCc1nc2sc3c(c2c(=O)n1NC(=O)CCC(=O)O)CCCC3	-6%	-15%	-2%
CCC(=O)OCc1cc2cccc(C)c2[nH]c1=O	-2%	-4%	-10%
CC(C)Oc1cccc(C(=O)C2CCCN(C(=O)CCn3cnnn3)C2)c1 (stereo not given)	-5%	-10%	2%
CCS(=O)(=O)N1CCC(NC(=O)C(Cc2ccc(OC)c(OC)c2)NC(C)=O)CC1 (stereo not given)	-1%	?	27%
Cc1ccccc1C(=O)NNC(=O)CSc1nc2ccccc2c(=O)[nH]1	6%	4%	2%
CCOC(=O)C1(CCOc2ccccc2)CCN(Cc2ccc(O)c(OCC)c2)CC1	-41%	1%	-2%
CC(=O)c1ccc(O)c(CC=C(C)C)c1O	-28%	nt	-9%
CSc1ccccc1OCc1cc(C(=O)NCc2csc(C(C)C)n2)no1	?	-23%	-23%
Cc1ccc(Cl)cc1N1CCN(C(=O)C2CCN(S(C)(=O)=O)CC2)CC1	?	19%	-5%
N#CC1=C(N)NC(SCC(=O)c2ccccc2)=C(C#N)C12CCCC2	?	-10%	-10%
CC1CCCCC1NCc1cccc([N+](=O)[O-])c1 (stereo not given)	?	-10%	-9%
CC(C)CC(NC(=O)c1ccc(Cl)cc1)C(=O)OCC(=O)c1ccc2c(c1)NC(=O)CO2 (stereo not given)	12µM*	0%	2%
CCN(CCO)Cc1cc(=O)oc2cc3c(cc12)CCC3	-12%	-5%	5%
CCCn1ncc(CN2CCC(CO)(CC3CCCCO3)CC2)c1C (stereo not given)	5%	-10%	-1%
Cc1ccc(-n2nc(C)c3c(C)cc(=O)n(CC(=O)N4CCCc5ccccc54)c32)cc1	-7%	-4%	-2%
[O-][n+]1c2c(nn1-c1ccc(Cl)c(Cl)c1)-c1nonc1CC2	-7%	-4%	-1%
O=C(Nc1ccc(CN2CCOCC2)cc1)c1ccc(N2CCCC2)c([N+](=O)[O-])c1	?	-14%	-2%
Nc1ccccc1C#Cc1ccccc1	?	1%	?
Cc1cc(C)cc(NC(=O)CN2C(=O)NC(Cc3c[nH]c4ccccc34)C2=O)c1 (stereo not given)	?	-7%	6%
O=C(/C=C/c1ccc([N+](=O)[O-])cc1)Oc1ccc(/C=N/NC(=O)c2ccncc2)cc1	-1%	-3%	?
CCN1CCN(C(=O)C2CCCN(c3ncnc4c3nc3n4CCCCC3)C2)CC1 (stereo not given)	4%	-2%	21%
O=C(CCS(=O)(=O)Cc1ccccc1F)NCc1ccccc1Cl	9%	5%	0%
O=C(Oc1ccc(-c2cnc3ccccc3n2)cc1)c1ccc(Cl)c([N+](=O)[O-])c1	-22%	3%	-6%
Cc1cc(C)c(C#N)c(SCC(=O)C2CC2)n1	-5%	3%	-1%
CCc1ccccc1NC(=O)N[C@@H](C)C(=O)O	-2%	-4%	-10%
CC(/C=N\N1CCN(Cc2ccc(C)cc2)CC1)=C\c1ccccc1	-10%	32%[activator]	-6%
CC1CCN(C(=O)c2ccc(N3CCOCC3)c([N+](=O)[O-])c2)CC1	-30%	-6%	-4%
CCN(CC)S(=O)(=O)c1ccc(N2CCCC2)c(NC(=O)Cc2cc(OC)c(OC)c(OC)c2)c1	-2%	-1%	4%
CC1SCC(=O)N(CC(=O)NCc2ccccc2)C1=O (stereo not given)	8%	8%	-2%
Cn1c(=O)c2c(SCC(=O)N3CCc4ccccc43)nc(-c3ccc(Cl)cc3)nc2n(C)c1=O	-3%	-5%	2%
COc1ccc(-c2ccccc2[C@H]2[C@@H]3C=CC[C@@H](C)[C@@H]3C(=O)N2Cc2ccccc2)cc1	13µM*	-9%&-11%	-20%
O=C1[C@H]2[C@@H](c3ccc(F)cc3)N3C(=O)N(c4ccccc4)C(=O)[C@@]3(Cc3ccccc3)[C@H]2C(=O)N1C1CCCCC1	?	-7%	-5%
COc1ccccc1NC(=S)NCCSc1ccc(C)cc1	?	-22%	-23%
Cc1cc2nc(-c3ccc[nH]c3=O)[nH]c2cc1C	7.3µM*	28µM*	-4%
O=C(CN1CCN(C(=O)C2CC2)CC1)Nc1cc(C(F)(F)F)cc(C(F)(F)F)c1	?	2%	3%
COc1ccc(C(=O)Nc2ccc(O)c3ccccc23)cc1	?	nt	3%
COc1ccc(NC(=O)C2=NNC(=O)CC2)cc1S(=O)(=O)N1CCCCC1	-29%	-4%	-2%
CC(O)c1nc2ccccc2[nH]1 (stereo not given)	-2%	nt	-7%
CCOc1ccc(OCCCC(=O)O)cc1	-6%	-2%	2%
O=C(CSc1ccc(-c2ccccn2)nn1)NCc1ccccc1	0%	-2%	-4%
CCCn1c(SC/C(O)=C(\C#N)c2nc3ccccc3[nH]2)n[nH]c1=O	-4%	-6%	4%
CCOc1cccc(CNC(=O)c2ccc(N3CCCC3)c(NC(=O)NCc3ccccc3)c2)c1	-28%	?	-2%
Cc1[nH]c2ccccc2c1C1(O)C(=O)N(Cc2ccccc2Cl)c2ccccc21 (stereo not given)	5.8µM*	-15%	-4%
O=C(COc1ccccc1)Nc1ccc(CSc2ccccc2)cc1	5%	0%	0%

Single entries from above:
In DT40 TDP1 CPT, `COc1ccc(-c2ccccc2[C@H]2[C@@H]3C=CC[C@@H](C)[C@@H]3C(=O)N2Cc2ccccc2)cc1` has 13µM*
In GCN5L2 inh, `O=C(/C=C/c1ccc([N+](=O)[O-])cc1)Oc1ccc(/C=N/NC(=O)c2ccncc2)cc1` has -3%
In FEN1 inh, `COc1ccccc1NC(=S)NCCSc1ccc(C)cc1` has -23%
In GCN5L2 inh, `CCOC(=O)C1(CCOc2ccccc2)CCN(Cc2ccc(O)c(OCC)c2)CC1` has 1%
In GCN5L2 inh, `CC1CCN(C(=O)c2ccc(N3CCOCC3)c([N+](=O)[O-])c2)CC1` has -6%
In FEN1 inh, `Cc1cc(C)cc(NC(=O)CN2C(=O)NC(Cc3c[nH]c4ccccc34)C2=O)c1` (stereo not given) has 6%
In FEN1 inh, `N#CC1=C(N)NC(SCC(=O)c2ccccc2)=C(C#N)C12CCCC2` has -10%

Remaining list, next part
smiles	DT40 TDP1 CPT	GCN5L2 inh	FEN1 inh
CC1=C(C(=O)OC2CCCCC2)C(c2ccccc2)NC(=O)N1 (stereo not given)	?	-1%	4%
O=C(CN1C(=O)NC2(CCCc3ccccc32)C1=O)Nc1cccc(S(=O)(=O)N2CCCCC2)c1 (stereo not given)	?	-12%	4%
CCN(c1cccc(C)c1)S(=O)(=O)c1cn(CC(=O)OC)c2ccc([N+](=O)[O-])cc12	-12%	-9%	-2%
COc1ccc(C2NC(=O)c3ccccc3O2)cc1OC (stereo not given)	-23%	-4%	-5%
Cc1onc(-c2ccccc2Cl)c1C(=O)NC(=S)Nc1ccccc1C(N)=O	26µM*	3%	-7%
CC(C)N(CC(O)COc1ccc(CC(N)=O)cc1)CC(O)COc1ccc(CC(N)=O)cc1 (stereo not given)	-3%	-9%	42%[activator]
Cc1cc(=O)[nH]c2nnc(-c3ccc(Cl)cc3)n12	-1%	3%	-3%
O=C(Nc1nc(-c2ccco2)c(-c2ccco2)s1)C1CCC1	15µM*	-9%	-26%
Cc1csc(NC(=O)c2cncc(Br)c2)n1	-22%	-12%	18%
O=C(OCC(O)COC(=O)c1cccnc1)c1cccnc1	-4%	-1%	-4%
COc1ccc([C@@H]2C[C@H](c3ccccc3)Oc3cc(OC)c(OC)c(OC)c32)cc1	-24%	-25%	-5%
CC(/C=C/c1ccc2c(c1)OCO2)=N/NC(=O)c1cccnc1	-30%	-8%	2%
CCCCN=c1sc(C(=O)OC)cc(=O)n1CCCC	?	23%	-4%
Cc1ccc(CNC(=O)c2nc(SCc3cccc(C)c3)ncc2Cl)cc1	?	-1%	16%
O=C(COC(=O)COc1cccc(Br)c1)NCc1ccc2c(c1)OCO2	-1%	-10%	5%
Cc1ccc(N2CCCC2=O)cc1S(=O)(=O)N1CCOCC1	-4%	0%	-1%
CCC(=O)Nc1ccc2c(c1)nc(CCN1CCN(c3ccccn3)CC1)n2C	11%	-1%	4%
CCC(C)[C@H](NC(=O)Nc1ccc2c(c1)OCCO2)C(=O)OC (stereo not given in full)	-2%	-3%	-2%
COc1ccc(C(CNC(=O)C(C)(C)Oc2ccc(Cl)cc2)N2CCCCC2)cc1 (stereo not given)	?	-12%	-10%
CN(CCc1ccccn1)C(=O)Nc1cc(Cl)cc(Cl)c1	6%	-2%	1%
O=C(CSCc1ccccc1)Nc1ccc(F)cc1F	-7%	-4%	-16%
CCOC(=O)c1cc2ccccc2n1CCN(CC)CC	-24%	-2%	1%
CCC(C)c1ccc(NS(=O)(=O)c2c(C)[nH]c(=O)[nH]c2=O)cc1 (stereo not given)	-14%	-8%	5%
COc1ccc(OC)c(NS(=O)(=O)c2ccc(N3CCCC3=O)cc2)c1	0.52µM*	-4%	-3%
CCCCN(C(=O)c1cccc(S(=O)(=O)N2CCCC2)c1)c1c(N)n(CCC)c(=O)[nH]c1=O	-1%	-12%	-16%
O=C(COC(=O)c1cccc([N+](=O)[O-])c1)Nc1ccc(Cl)cn1	-5%	-5%	14%
CN1CCN(C2CCN(S(=O)(=O)c3ccc(C(C)(C)C)cc3)CC2)CC1	?	-12%	-5%
COc1cccc(CC2(CO)CCCN(Cc3c(C)cc(C)cc3-n3cccn3)C2)c1 (stereo not given)	21µM*	0%	-25%
CCn1cc([N+](=O)[O-])c(=O)c2cc(F)c(N3CCOCC3)cc21	?	1%	3%
CC(=O)c1ccc(N2CCN(C(=O)c3ccc(Br)cc3)CC2)c(F)c1	9.2µM*	-11%	-10%
Cc1nc2ccc(S(=O)(=O)NCC(=O)NCCN3CCCCC3C)cc2s1 (stereo not given)	5%	0%	6%
O=C(/C=C/c1ccc(OCCCF)cc1)Nc1ccnc(-c2cccnc2)n1	?	-13%	13%
O=C(Nc1ccc(Cl)cn1)Nc1ccc(Cl)cn1	2%	0%	-4%
O=[N+]([O-])c1cc(CN2CCN(c3ccccc3)CC2)c(O)c2ncccc12	2.1µM*	-3%	-20%
O=C(CC1SC(N2CCCC2)=NC1=O)Nc1ccc(C(=O)NCCOc2ccccc2F)cc1 (stereo not given)	11%	2%	1%

Compound profiles, from the list above. Screens in order: DT40 TDP1 CPT | GCN5L2 inh | FEN1 inh
Results for O=C(Nc1ccc(Cl)cn1)Nc1ccc(Cl)cn1 → 2% | 0% | -4%
Results for O=C(/C=C/c1ccc(OCCCF)cc1)Nc1ccnc(-c2cccnc2)n1 → ? | -13% | 13%

The list is partial (hit frequency here may not be typical).
